DENV2 CPE = DENV2-induced cell death inhibition; DENV2-infected cells, cytopathic effect rescue, plate reader; CPE inhibition, % at 9.99 µM; 350,000 compounds, 1.7% hits; AID 651640; in the data active means CPE inhibition above about 20%, passing the limit was not always enough; inconclusive means no clear call, values can overlap the other calls; tested in BHK-21 cells;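 further: 0% = median of neutral control wells and 100% = median of positive control wells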
E-selectin induc = induces E-selectin expression in human endothelial cells | P16581 | HUVEC E-selectin immunofluorescence imaging; normalized: neutral wells 0, TNF-alpha wells 100 | activation, % at 7.58 µM | 260,000 compounds, 0.37% hits | AID 686992;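 active means mean E-selectin-positive cell signal at least 10% of the positive control, reached in at least 60% of replicates, without over 20% cell loss; inconclusive means no rule given, readout overlaps actives, possibly toxicity-flagged; inactive means the rest, including those meeting only one limit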;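 further: in these data hits start at about 27%; measured in HUVEC primary endothelial cells; signal is the percent of cells scored E-selectin positive by PE staining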
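Assay system: HUVEC primary endothelial cells. Input: 3,000 HUVEC seeded per well. Doses: one compound dose added by pin transfer. Read-out basis: % PE-positive cells. Benchmarks: TNF-alpha high, DMSO low. Detection: immunofluorescence imaging. Buffer or medium: EGM-2, gelatin.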
ERp5 inh = blocks human ERp5 reductase activity on insulin; ERp5 insulin aggregation, absorbance 650 nm, 90 min; inhibition, % at 9.99 µM; 350,000 compounds, 0.05% hits;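 active means mean replicate inhibition above about 25%, with every replicate also reaching it, limit read from the data, passing the limit was not always enough; inconclusive means only one of those two criteria met; inactive means neither criterion met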
Target sequence (Q15084 whole entry, looked up): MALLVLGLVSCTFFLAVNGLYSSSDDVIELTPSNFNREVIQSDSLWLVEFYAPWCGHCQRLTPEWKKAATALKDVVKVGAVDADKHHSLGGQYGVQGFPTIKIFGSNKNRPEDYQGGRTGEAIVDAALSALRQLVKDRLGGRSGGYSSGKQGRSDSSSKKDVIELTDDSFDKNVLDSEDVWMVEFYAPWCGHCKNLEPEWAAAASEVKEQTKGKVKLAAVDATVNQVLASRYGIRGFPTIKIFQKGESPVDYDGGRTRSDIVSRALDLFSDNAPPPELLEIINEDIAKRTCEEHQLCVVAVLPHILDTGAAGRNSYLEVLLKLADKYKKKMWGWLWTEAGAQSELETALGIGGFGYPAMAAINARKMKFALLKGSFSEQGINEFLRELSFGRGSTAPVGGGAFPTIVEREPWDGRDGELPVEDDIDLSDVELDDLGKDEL
PglD DTNB = PglD (C. jejuni) enzyme inhibition | purified PglD enzyme, DTNB colorimetric CoA detection | inhibition, % at 12.5 µM | 360,000 compounds, 0.098% hits; in the data active means inhibition above about 16%, passing the limit was not always enough; inconclusive means no clear call, values can overlap the other calls; further: strong numbers were not always called active
S100A4 inh HTS = S100A4-myosin IIA interaction inhibition; inhibition, % at 10.7 µM; 360,000 compounds, 0.14% hits; P26447; S100A4/TAMRA-MyoIIA peptide fluorescence polarization;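 active means mean inhibition of at least 70% across replicates, with every replicate also reaching that level; inconclusive means mean inhibition reaches 70% but some replicates fall short; inactive means mean inhibition below 70%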
Target sequence (P26447 whole entry, looked up): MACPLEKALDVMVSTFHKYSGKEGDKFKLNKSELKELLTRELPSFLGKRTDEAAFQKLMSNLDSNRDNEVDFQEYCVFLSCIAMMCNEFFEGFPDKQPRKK
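Test system: S100A4 monomer protein; Medium: HEPES pH 7.2 with CaCl2, KCl, NaCl, DTT, Triton; Probe or stimulus: TAMRA-labelled myosin IIA heavy-chain peptide probe, 5 nM; Doses: one dose per compound; Times: polarization read 5 min after assay mix addition, stable 5–60 min; Benchmarks: neutral control DMSO, positive control TFP.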
SIRT5 block = sirtuin-5 (human) deacylase inhibition; 330,000 compounds, 1.1% hits; inhibition, % at 15 µM; Purified SirT5, succinyl-peptide AMC, trypsin-coupled fluorescence; in the data active means inhibition above about 15%; inconclusive means no clear call, values can overlap the other calls
Target sequence (Q9NXA8 whole entry, looked up): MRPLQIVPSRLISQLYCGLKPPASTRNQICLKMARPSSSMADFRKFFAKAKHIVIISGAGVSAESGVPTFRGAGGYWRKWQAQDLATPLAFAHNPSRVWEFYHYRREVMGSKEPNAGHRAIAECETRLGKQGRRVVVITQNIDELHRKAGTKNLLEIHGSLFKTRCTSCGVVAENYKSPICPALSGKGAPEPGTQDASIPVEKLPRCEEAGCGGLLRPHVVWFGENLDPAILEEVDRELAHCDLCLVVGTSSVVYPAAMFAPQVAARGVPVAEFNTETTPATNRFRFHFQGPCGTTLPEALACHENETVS
Statin myotox sup = protects C2C12 myotubes from simvastatin toxicity | ATP luminescence, 48 h; scaled: DMSO 0, geranylgeraniol control 100 | rescue of ATP level, % at 7.49 µM | 330,000 compounds, 0.78% hits | AID 602340;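 active means mean ATP rescue above about 67%, or every replicate alone reaching that limit, limit read from the data, passing the limit was not always enough; inconclusive means no clear call, values can overlap the other calls; inactive means mean under the limit and some replicate under it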;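 further: myotubes were challenged with 10 µM simvastatin during compound exposure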
* hit, by the source's call; ? = inconclusive; / = not tested or not shown. The list is partial; rates above refer to the full screens.

SMILES	DENV2 CPE	E-selectin induc	ERp5 inh	PglD DTNB	S100A4 inh HTS	SIRT5 block	Statin myotox sup
C[C@@H]1CN([C@H](C)CO)C(=O)c2cccc(NC(=O)CCCCCC(=O)Nc3ccccc3N)c2O[C@H]1CN(C)S(C)(=O)=O	-3	/	3	/	?	/	/
COc1cc(OC)c2c(c1)OC(=O)CC2c1cc(OC)c(OC)c(OC)c1 (centres undefined)	-4	-2.7	-2	9	-2	-5	1
COCc1cn(CC[C@H]2CC[C@H](NC(=O)Nc3ccc(OC)cc3)[C@@H](CO)O2)nn1	-8	0.2	-1	1	2	-4	5
O=C(O)CNC(=O)c1cccc(C(F)(F)F)c1	0	/	0	/	2	-1	/
S=c1[nH]nc(C2CC2)n1Cc1ccco1	-1	/	-2	6	-7	-3	0
NC(c1csc(NC(=O)Nc2ccccc2Oc2ccccc2)n1)c1ccccc1Cl (centres undefined)	-1	2.0	-4	7	3	-2	-21
CC(NC(=O)c1ccccc1F)C12CC3CC(CC(C3)C1)C2 (centres undefined)	-5	0.1	3	0	5	-2	-8
CCOC(=O)c1c[nH]c2ccc([N+](=O)[O-])cc12	-1	0.0	-2	9	1	/	8
N#CCC(=O)Nc1nc(-c2ccc3c(c2)OCCO3)cs1	?	6.6	2	/	6	-13	/
COCc1cn(CC[C@@H]2CC[C@@H](NC(=O)c3ccc(F)cc3)[C@H](CO)O2)nn1	2	-0.1	-8	-2	8	2	-10
Cn1c(=S)n(CCC(=O)O)c2ccccc21	3	/	4	2	-15	1	-4
CCC(=O)N1CC(=O)N2[C@H](C1)[C@@H](c1ccc(C#CC3CCCCC3)cc1)[C@@H]2CO	7	-0.8	0	/	/	-1	/
CSc1ncnc2c1ncn2CCCNc1ccc(C)c(C)c1	?	0.1	-3	/	1	-4	7
O=C(/C=C\NCC(=O)c1ccccc1)c1ccc(F)cc1	3	/	-8	/	-4	1	/
CCCNC(=O)c1c(N)n(-c2ccc3c(c2)OCO3)c2nc3ccccc3nc12	/	-2.3	-1	2	2	-1	-57
O=C(COC(=O)c1ccc(Br)o1)Nc1ncc([N+](=O)[O-])s1	2	-0.6	-15	/	1	16*	-3
CNC[C@H]1Oc2ccc(NC(=O)Nc3ccc(F)cc3)cc2CC(=O)N([C@H](C)CO)C[C@H]1C	-3	1.1	-3	2	-2	-3	-1
C[C@@H]1CN([C@@H](C)CO)C(=O)c2cc(NS(=O)(=O)c3cccs3)ccc2O[C@@H](C)CCCCO[C@H]1CN(C)Cc1ccccc1	42*	/	-7	/	1	/	/
CCOc1ccccc1C1CC(c2ccc(F)cc2)Nc2nc(N)nn21 (centres undefined)	-6	0.7	-4	-4	5	/	0
COc1ccc(-c2nc3c(C)cc(Br)cn3c2Cc2cccc(Cl)c2)cc1OC	2	0.1	-9	-1	-4	-4	14
COc1ccccc1C(=O)Nc1ccc2c(c1)C(=O)N(C)[C@H]1CC[C@@H](CC(=O)NCc3ccc(Cl)c(Cl)c3)O[C@@H]1CO2	-4	0.0	5	0	7	3	15
COc1ccc(S(=O)(=O)N(C)C[C@@H]2OCCCC[C@@H](C)Oc3ccc(NC(=O)Cc4ccccc4)cc3C(=O)N([C@H](C)CO)C[C@@H]2C)cc1	-4	0.2	0	-1	1	2	/
O=C(/C=C/c1cccc(Br)c1)c1ccc2c(c1)OCO2	-2	/	0	-3	-16	0	29
COc1ccccc1COCC(O)CN1CCN(S(=O)(=O)c2cccc(F)c2)CC1 (centres undefined)	0	/	0	-7	-4	-3	9
CCCNC(=O)N(C)C[C@H]1Oc2ncc(C#CC(C)C)cc2C(=O)N([C@@H](C)CO)C[C@H]1C	1	-2.5	/	-2	/	/	11
C[C@H](CO)N1C[C@H](C)[C@@H](CN(C)C(=O)Nc2ccc3c(c2)OCO3)Oc2ccc(NC(=O)CCCCCC(=O)Nc3ccccc3N)cc2C1=O	-4	-8.8	10	/	-6	8	/
Cc1ccc(-c2ccc(/C=C3\SC(N4CCOCC4)=NC3=O)o2)cc1	6	3.8	6	/	10	-6	/
COc1ccc(OCC(=O)Nc2c(C(=O)N3CCN(C)CC3)oc3ccccc23)cc1	-3	/	2	-5	-3	-1	-9
Cc1cn(C2CC(O)C(CO)O2)c(=O)n(CCCc2ccccc2)c1=O (centres undefined)	11	0.3	5	/	3	1	/
CC(C)CCNC(=O)C1CCC(CNc2c(N3CCCC3)c(=O)c2=O)CC1 (centres undefined)	-7	1.2	6	/	0	-6	/

With a hit mark in SIRT5 block, among the entries above:
structure	ERp5 inh	PglD DTNB	S100A4 inh HTS	SIRT5 block
O=C(COC(=O)c1ccc(Br)o1)Nc1ncc([N+](=O)[O-])s1	-15	/	1	16*

Later entries
SMILES	DENV2 CPE	E-selectin induc	ERp5 inh	PglD DTNB	S100A4 inh HTS	SIRT5 block	Statin myotox sup
Cc1c(NC(=O)C(C)Sc2nc(N)cc(=O)[nH]2)c(=O)n(-c2ccccc2)n1C (centres undefined)	-6	/	-6	-6	-2	-2	2
Cc1ccc2nc(NC(=O)CSCC(=O)Nc3cc(C)on3)sc2c1	?	/	0	1	4	-8	-11
CCOC(=O)c1ccc2nc(CCC(=O)N[C@H](C(=O)OC)C(C)C)c(=O)n(CC)c2c1	-1	0.2	7	3	-5	-2	9
O=C([C@@H]1[C@@H](CO)[C@@H]2Cn3c(ccc(C4=CCCC4)c3=O)[C@@H]2N1Cc1nccs1)N1CCOCC1	0	-0.3	0	8	12	/	15
COc1ccc(N2CCN(CCCNC(=O)CC3Oc4ccc(C)cc4NC3=O)CC2)cc1 (centres undefined)	-2	0.0	0	-4	0	/	-4
O=C(CC1NCCc2ccccc21)Nc1cccc(Cl)c1 (centres undefined)	5	/	3	/	-5	2	/
O=C(Nc1ccc(Br)c(Br)c1)C1CCCO1 (centres undefined)	-4	1.1	3	-5	0	-7	/
Cc1cccc(OCC(=O)N/N=C2/SCC(=O)N2Cc2ccco2)c1	-1	-0.3	2	/	-2	-2	1
CC(=O)[C@]12O[C@]3(COC[C@H](c4ccccc4)N3C1=O)[C@@H]1C(=O)N(C)C(=O)[C@@H]12	11	/	1	-3	-7	-4	/
COc1cccc(-c2ccc3c(c2)O[C@H](CN(C)C(=O)C2CCOCC2)[C@H](C)CN([C@@H](C)CO)S3(=O)=O)c1	-1	-0.1	1	2	4	-4	7
C[C@@H](NC(=O)C[C@H]1CC[C@H](NC(=O)Nc2ccc3c(c2)OCO3)[C@@H](CO)O1)c1ccccc1	?	2.3	0	0	9	-1	7
CCCCC[C@H](C)N1C[C@@H](COCc2ccccc2)Oc2cc(N3CCC[C@H]3C(N)=O)ccc2S1(=O)=O	2	0.5	-7	/	19	-1	/
Cc1ccc(/C=C/C(=O)c2ccc([N+](=O)[O-])o2)cc1	?	-0.2	3	/	-1	/	/
CC(C)C(=O)N1CCN(c2ccc(NC(=O)c3ccco3)cc2Cl)CC1	-2	/	1	0	5	1	-6
C[C@@H]1CN([C@H](C)CO)C(=O)c2cc(NC(=O)Nc3ccc(F)cc3)ccc2O[C@@H]1CN(C)S(=O)(=O)c1cn(C)cn1	11	6.2	-2	-1	39	6	-5
Cc1cc(F)cc(-c2cc(C(=O)NCc3ccccc3)[nH]n2)c1	0	1.8	8	3	-10	-1	0
C[C@H]1CCC[C@@]2(O[C@@H](CCO)C[C@H](O)[C@H]2O)O1	/	-0.1	-1	-1	-1	-4	11
Cn1c(N)c(C(=O)CCl)c(=O)n(Cc2ccccc2)c1=O	10	0.4	0	2	12	/	9
COc1cccc(NC(=O)Nc2cc(C)ccc2F)c1	/	/	-6	-2	1	-1	2
O=C(Nc1ccccc1)NC1CCCCCCC1	2	/	3	4	6	-1	/
CSc1ccccc1C(=O)N(C)C(c1ccccc1)c1ccccc1	-3	-6.3	3	2	-6	-1	34
O=C1c2ccccc2C(=O)N1N(c1ccccc1)c1ccccc1	-2	1.8	-3	/	-11	-2	-7
COC(=O)c1cc(OC)c(OC)cc1NC(=O)c1c(-c2ccccc2)noc1C	5	/	-1	7	-4	0	/
Cc1c(NC(=S)NC(=O)c2ccc(Cl)cc2)c(=O)n(-c2ccccc2)n1C	8	0.2	14	2	1	-2	/
CCn1c(SCC(=O)N2CCOCC2)nc2ccccc21	6	-1.1	-3	/	0	-8	/
COc1ccccc1-c1cnc(C(O)c2ccc(Cl)c(F)c2)[nH]1 (centres undefined)	6	0.0	0	-1	-6	/	11
CC(=O)NCCC(=O)N1CCc2c([nH]c3ccccc23)C1c1cccc(C)c1 (centres undefined)	0	/	-7	3	-3	/	1
COc1ccc(-c2cc(C(F)(F)F)nc(SCC(=O)NCCN3CCOCC3)n2)cc1OC	/	/	6	-5	-2	0	7
COc1ccc2c3c([nH]c2c1)[C@@H](CO)N(C(=O)CC1CC1)CC31CN(Cc2cccnc2)C1	3	0.6	5	/	-1	-1	/
CCOC(=O)c1cccc(NC(=O)Nc2ccc(OCC)cc2)c1	/	/	-4	/	-4	-7	/
Fc1ccc(OCc2nn[nH]n2)c(F)c1	3	0.2	-1	-2	-1	4	-4
CC(C)CC#Cc1cnc2c(c1)C(=O)N([C@@H](C)CO)C[C@@H](C)[C@@H](CN(C)Cc1ccc(F)cc1)O2	18	-0.1	4	6	10	7	/
Cc1cccc(CCNCc2c(C(=O)O)c(C)n(-c3ccccc3)c2C)c1	0	-0.1	0	-4	-3	-1	0
CCC(=O)NC[C@@H]1[C@H](c2ccc(C3=CCCC3)cc2)[C@@H](CO)N1C(C)=O	-8	0.9	6	2	-4	8	-12
COc1ccc(-n2c(C)cc(C(=O)COC(=O)c3cc(OC)c(OC)cc3NC(=O)c3cccs3)c2C)cc1	-11	/	3	/	-2	-5	/
C[C@@H]1CCCCO[C@@H](CN(C)C(=O)C2CCCCC2)[C@H](C)CN([C@@H](C)CO)C(=O)c2cc(NS(=O)(=O)c3ccccc3)ccc2O1	-12	-0.1	-1	4	30	2	?
COc1ccc(-n2c(-c3ccco3)n[nH]c2=S)cc1	/	-1.8	/	-2	/	/	0
Cc1ccc(C(=O)NCC(=O)NCC(c2cccs2)N(C)C)cc1C (centres undefined)	8	/	-7	1	-1	5	0
N=c1c(C(=O)NCc2ccc3c(c2)OCO3)cc2c(=O)n3ccccc3nc2n1CC1CCCO1 (centres undefined)	-1	0.4	-2	-2	3	-3	-47
O=[N+]([O-])c1ccc(-c2nn(-c3ccccc3)cc2/C=N/n2c(-c3ccncc3)n[nH]c2=S)cc1	-2	/	/	3	4	-1	/
COc1ccc(NC(=O)Nc2ccc3c(c2)[C@H]2C[C@H](CC(=O)N4CCN(C)CC4)O[C@@H](CO)[C@H]2O3)cc1	-3	0.0	2	-2	0	-8	7
C[C@H]1CCCCO[C@H](CN(C)Cc2ccc3c(c2)OCO3)[C@@H](C)CN([C@@H](C)CO)C(=O)c2cc(NC(=O)Nc3ccc4c(c3)OCO4)ccc2O1	-23	/	3	2	-4	1	/
O=C(NNC1=NS(=O)(=O)c2ccccc21)c1ccccc1Cl	4	1.4	6	4	5	0	-2
COc1ccc2nc(NCCNC(=S)NCCCN3CCOCC3)c(C#N)cc2c1	-7	/	4	/	1	0	/
O=C(CCNC(=O)c1ccccc1Cl)Nc1cc(S(=O)(=O)N2CCOCC2)ccc1N1CCCC1	4	0.1	5	3	2	-1	-2

Reformatted with values under each structure: part of the list above.
Value order: DENV2 CPE, E-selectin induc, ERp5 inh, PglD DTNB, S100A4 inh HTS, SIRT5 block, Statin myotox sup
> O=C(CCNC(=O)c1ccccc1Cl)Nc1cc(S(=O)(=O)N2CCOCC2)ccc1N1CCCC1
 : 4, 0.1, 5, 3, 2, -1, -2
> O=C(NNC1=NS(=O)(=O)c2ccccc21)c1ccccc1Cl
 : 4, 1.4, 6, 4, 5, 0, -2
> C[C@H]1CCCCO[C@H](CN(C)Cc2ccc3c(c2)OCO3)[C@@H](C)CN([C@@H](C)CO)C(=O)c2cc(NC(=O)Nc3ccc4c(c3)OCO4)ccc2O1
 : -23, /, 3, 2, -4, 1, /

Bioassay records (PubChem BioAssay)
